mIAP inh: mouse IAP inhibition | purified mouse IAP, CDP-Star luminescence, 30 min | inhibition, % at 10 µM | 330,000 tested, 0.2% active | AID 2806;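 active means inhibition of at least 40% at 10 µM in the primary screen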;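 further: plate controls were DMSO with enzyme for no effect and no enzyme wells for full effect; values of inactives mirror those of a sister screen read the other way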
MIN6 prolif: inducers of beta-cell replication in MIN6 cells | 330,000 tested, 0.29% active | MIN6 cells proliferation, ATPlite luminescence, 48 h; cells starved in 0.2% serum; 100% = growth in 10% serum | AID 2380 | proliferation, % at 10 µM;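 active means compounds whose signal lies at least 3.5 SD above the mean of all wells on their plate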;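 further: 0% = DMSO-treated cells in low-serum medium and 100% = 10% serum control; some compounds called inactive have numbers as strong as hits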
hIAP act: increases human intestinal alkaline phosphatase activity; P09923; purified human IAP, CDP-Star luminescence, 30 min; active compounds read high; 1 = vehicle-only enzyme, 0 = enzyme-free background; activation factor at 10 µM; 330,000 tested, 0.16% active; AID 2524;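 active means activation factor of the enzyme at least 2-fold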; further: the source names both 10 and 20 µM as test concentration; values of inactives mirror those of a sister screen read the other way
Target sequence (P09923 whole entry, looked up): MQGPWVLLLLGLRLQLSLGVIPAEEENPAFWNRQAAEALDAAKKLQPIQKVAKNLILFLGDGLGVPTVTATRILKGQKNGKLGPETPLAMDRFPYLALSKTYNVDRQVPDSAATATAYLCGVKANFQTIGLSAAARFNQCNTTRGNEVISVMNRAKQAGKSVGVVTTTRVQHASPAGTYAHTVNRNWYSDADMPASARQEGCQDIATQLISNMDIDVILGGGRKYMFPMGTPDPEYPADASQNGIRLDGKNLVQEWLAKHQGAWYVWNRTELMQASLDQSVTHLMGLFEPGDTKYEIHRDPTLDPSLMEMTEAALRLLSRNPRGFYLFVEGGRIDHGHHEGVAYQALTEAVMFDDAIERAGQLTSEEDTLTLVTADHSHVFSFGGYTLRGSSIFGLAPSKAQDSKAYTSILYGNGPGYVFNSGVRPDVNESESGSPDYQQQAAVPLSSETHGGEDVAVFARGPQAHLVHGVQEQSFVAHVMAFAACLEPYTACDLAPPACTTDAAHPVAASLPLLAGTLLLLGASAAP
A3G deaminase: APOBEC3G (human) deaminase inhibition. recombinant A3G, ssDNA deamination FAM/TAMRA fluorescence. 330,000 tested, 0.28% active. Q9HC16. inhibition, % at 20 µM;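 active means inhibition of at least 40% at 20 µM, with no more than 30% in the related APOBEC3A deaminase screen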;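 further: plate controls were DMSO wells with A3G for no effect and wells lacking A3G enzyme for full effect; some compounds called inactive have numbers as strong as hits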
APOBEC3A inh: inhibitors of human APOBEC3A DNA deaminase | inhibition, % at 20 µM | 330,000 tested, 0.41% active | AID 493011 | recombinant A3A, FAM/TAMRA ssDNA deamination fluorescence | P31941;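 active means at least 40% inhibition at 20 µM here, with at most 30% in a related deaminase screen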;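 further: plate controls were A3A with DMSO for no effect and wells lacking A3A enzyme for full effect; some results filed as inactive read as strong as hits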
Target sequence (P31941 whole entry, looked up): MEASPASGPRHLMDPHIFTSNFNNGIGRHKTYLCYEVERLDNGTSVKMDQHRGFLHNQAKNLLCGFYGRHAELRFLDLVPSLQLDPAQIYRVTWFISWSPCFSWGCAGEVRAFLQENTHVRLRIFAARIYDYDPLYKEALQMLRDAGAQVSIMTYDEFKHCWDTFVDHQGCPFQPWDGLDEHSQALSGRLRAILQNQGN
GRIN3A LBD mod: NR3A (human) ligand-binding domain modulation; NR3A LBD differential scanning fluorimetry, Tm shift; 0% = protein alone, 100% = glycine-bound protein; Tm shift relative to glycine control, % at 25 µM; 340,000 tested, 2.5% active; AID 1259313;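 active means melting temperature shift of at least 10% of the positive control shift, at one fixed dose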
hIAP block: human IAP inhibition; 330,000 tested, 0.12% active; inhibition, % at 10 µM; AID 2544; purified IAP, CDP-Star luminescence, 30 min; P09923;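 active means inhibition reaching a set limit with compound at 10 µM in the primary screen, cut at about 35% in these data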;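 further: plate controls were DMSO wells with enzyme for no effect and no-enzyme buffer wells for full effect; values of inactives mirror those of a sister screen read the other way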
mIAP act: increases mouse intestinal alkaline phosphatase activity. muIAP, CDP-Star luminescence, 30 min; active compounds read high; 1 = vehicle-only enzyme signal, 0 = enzyme-free wells. activation factor at 10 µM. 330,000 tested, 0.24% active;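 active means activation factor of at least 2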; further: the source names both 10 and 20 µM as test concentration; values of inactives mirror those of a sister screen read the other way
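System: mouse IAP enzyme. Reagent: CDP-Star chemiluminescent phosphatase substrate. Benchmarks: DMSO wells, no-enzyme wells. Times: 30 min enzyme-substrate-compound incubation at room temperature. Detection: luminescence from enzymatic CDP-Star hydrolysis. Doses: test compounds delivered from DMSO solution.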
MPTP block: inhibitors of mitochondrial permeability transition pore. inhibition, % at 10 µM. 360,000 tested, 1.4% active. isolated mouse mitochondria, Ca2+ swelling absorbance, 30 min. AID 602449;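 active means inhibition of 50% or more, scaled per plate between neutral and stimulator controls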;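 further: 0% = DMSO wells given calcium and 100% = 1 mM EGTA wells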
* marks the source's active call; other numbers are inactive results.

SMILES	mIAP inh	MIN6 prolif	hIAP act	A3G deaminase	APOBEC3A inh	GRIN3A LBD mod	hIAP block	mIAP act	MPTP block
CCOc1ccccc1N1CCN(C(=S)Nc2ccc(S(N)(=O)=O)cc2)CC1	2	0	0.99	-4	-2	32*	1	0.97	2.6
COc1ccccc1/C=C1\SC(=O)N(CCC(=O)N(C)C2CCS(=O)(=O)C2)C1=O (stereo unspecified)	7	-2	1.1	-6	-3	-3	-10	0.93	-1.8
CN1CCN(C(=O)N2CCNC2=O)CC1	2	-2	0.88	-3	0	1	12	0.98	-0.8
Cn1nnnc1SCc1ccc(CSc2nnnn2C)cc1	2	0	1.1	-3	2	0	-7	0.98	-0.1
CO/N=C/NC(=O)c1c(OC)ccnc1Oc1ccccc1	2	0	0.91	-7	-2	-1	9	0.98	3.0
Cc1ccc2nc(-c3ccc(NC(=O)CSc4nc(N)cc(=O)[nH]4)cc3)sc2c1	19	-1	0.97	-5	1	0	3	0.81	8.1
CCN(C(=O)c1ccc(=O)[nH]c1)c1c(N)n(Cc2ccccc2)c(=O)[nH]c1=O	7	2	0.95	-8	3	0	5	0.93	-0.4
Cc1ccc(OCC(=O)N(C)C2CCCCC2)c([N+](=O)[O-])n1	-1	1	1.1	-1	-1	1	-10	1	1.0
COc1cccc(-c2c(C#N)c(N)nc3c2c(C)nn3-c2ccccc2)c1O	-6	-3	0.96	-5	-3	-4	4	1.1	-0.5
O=C(OCC(=O)N1CCCC1)c1ccc(OC(F)(F)F)cc1	3	1	1	-2	-2	0	0	0.97	0.3
CC1CC(C)CN(CCCNC(=O)CN2C(=O)CSc3ccc(S(=O)(=O)N4CCOCC4)cc32)C1 (stereo unspecified)	6	-1	0.92	0	6	3	8	0.94	-0.1
CCOc1cc(/C=C(\C#N)C(=O)Nc2cccc(C(=O)O)c2)ccc1OCc1ccccc1Cl	-4	-4	1	1	-1	3	-1	1	-2.7
COc1ccc(-c2noc3c2-c2nc(-c4ccc(Cl)cc4)sc2CC3)cc1	4	-2	1	-2	1	-8	-3	0.96	0.9
O=C(NCC1CCCO1)c1ccc(Oc2ccc([N+](=O)[O-])cc2Cl)cc1 (stereo unspecified)	10	4	0.97	-3	-3	-2	3	0.9	-0.9
COc1cc2cc[n+](Cc3ccc([N+](=O)[O-])cc3)cc2cc1OC	0	1	0.97	-7	-3	-1	3	1	-1.6
O=C(O)Cc1ccc(NC(=O)Nc2ccc(Br)cc2)cc1	-11	-2	0.98	-6	0	3	2	1.1	-0.4
COc1ccccc1C(=O)NCC(=O)N/N=C/c1ccc2c(c1)OCO2	-4	-4	1.2	-9	-3	-1	-18	1	-0.8
COc1cc(C#N)ccc1OC(=O)c1cccc(S(=O)(=O)N2CCN(C)CC2)c1	-1	-1	1.1	-5	-3	-2	-13	1	-0.4
CC(=O)c1c(C)[nH]c(C(=O)OCC(=O)N2CCCC2=O)c1C	10	-1	1.1	-8	-2	1	-10	0.9	0.2
CCOC(=O)c1c(S(=O)(=O)Nc2cccc(Cl)c2)c(C)n(C)c1C	-2	-2	1.2	-2	-3	-1	-20	1	1.7
CCC(Sc1nc(=O)cc(N)n1-c1cccc(C)c1)C(=O)Nc1cc(C)on1 (stereo unspecified)	4	-4	1	-5	-1	2	-3	0.96	0.0
Cc1ccc(CNC(=S)Nc2ccc(NS(=O)(=O)c3ccc(C)cc3)cc2)cc1	-7	-7	0.85	-8	-5	23*	15	1.1	2.5
O=C(CSc1ncn[nH]1)Nc1ccc2c(c1)CCC2	4	-2	1.3	-8	-6	1	-31	0.96	1.4
N#CC1=C(C=Nc2ccccc2O)CCC1	1	-2	1.1	0	0	-1	-9	0.99	-1.6
Cc1cc(Cn2nc(C(=O)NCc3cccc(C(F)(F)F)c3)cc2-c2ccccc2)on1	-3	-4	0.93	5	9	-3	7	1	0.6
CC1CC(C)CN(C(=O)c2ccc3c(=O)n(Cc4ccc5c(c4)OCO5)c(=S)[nH]c3c2)C1 (stereo unspecified)	6	-6	0.97	0	0	-4	2	0.94	25
Cc1cc(OCC(=O)Nc2ccccc2C)no1	-8	-1	1.1	-9	-3	3	-13	1.1	-1.1
Cn1c(=O)[nH]c(=O)c2c1nc(SCCO)n2CC(O)COc1ccccc1 (stereo unspecified)	-4	-3	1.1	4	1	2	-7	1	0.8
N/C(CCS(=O)(=O)c1ccc(Cl)cc1)=N\OC(=O)c1ccccc1C(F)(F)F	3	-2	0.9	-3	-2	2	10	0.97	0.5
CCCCNC(=O)CO/N=C(\C)c1cc2ccccc2o1	0	-2	1	-2	2	8	0	1	1.6
O=C(NC1CCCC1)c1cccc2c1C(=O)c1ccc(Cl)cc1S2(=O)=O	2	-3	0.81	-11	-2	0	20	0.98	1.3
CCCC(=O)NC(c1ccc2c(c1)OCO2)c1cc(Cl)c2cccnc2c1O (stereo unspecified)	6	-6	1.4	3	3	-4	-43	0.94	1.2
COc1ccccc1C(CNC(=O)c1oc2ccccc2c1C)N1CCCC1 (stereo unspecified)	1	-5	1.1	2	3	-1	-14	0.99	0.3
Cc1ccc(Sc2oc(/C=N/n3cnnc3)cc2Br)cc1	2	-4	0.91	-2	-1	1	9	0.98	1.4
c1ccc(-c2ccc(CN3C[C@@H]4C(c5ccccc5)C5(c6cccnc6)CC4(C5)[C@H]3c3ccccc3)cc2)cc1 (stereo partly specified)	0	-9	1	-12	-4	4	-3	1	0.6
CC(=O)N1CCN(Cc2nc3cc(NC(=O)c4cccc(Br)c4)ccc3n2C)CC1	-3	0	1.2	13	-2	1	-17	1	2.0
O=S(=O)(c1ccc(F)cc1)c1nc(-c2ccco2)oc1Nc1ccccc1	1	-1	1	-3	-1	-2	-1	0.99	4.9
COc1ccc(NC2CCCN(C(=O)c3ccc(C(C)=O)s3)C2)cc1 (stereo unspecified)	-4	-1	0.89	24	-1	-6	11	1	-1.1
Cc1ccc(CCNCc2c(C(=O)O)c(C)n(-c3ccccc3)c2C)cc1	0	7	1	-1	-2	0	-4	1	-0.5
CC(C)(O)C(O)COc1c2ccoc2cc2oc(=O)ccc12 (stereo unspecified)	1	-2	0.83	-7	5	1	17	0.99	-0.1
O=C(Nc1ccc(O)c2c(=O)cc(-c3ccccc3Cl)oc12)c1ccc(F)cc1	10	-3	1	-10	-2	-5	0	0.9	1.8
Cc1cccc(OCCn2c(=O)sc3ccccc32)c1	-4	-3	1.2	-9	-3	2	-20	1	0.4
CCn1c(O)c(C=NCc2ccccc2)sc1=S	8	0	1	-8	-6	2	0	0.92	4.4
CC(C)c1ccccc1NC(=O)c1cccnc1	10	-1	0.99	-4	-1	-3	1	0.9	-3.0
Cc1ccc(N(CC(=O)NCc2ccccc2)S(=O)(=O)c2c(C)noc2C)cc1	1	1	0.94	4	-2	-4	6	0.99	-0.8
CC(=O)Nc1ccc(NC(=O)c2ccc(N(Cc3ccccc3C)S(C)(=O)=O)cc2)cc1	13	-3	0.86	-13	-4	-17	14	0.87	-0.4
COC(=O)CNC(=O)/C=C/c1ccc(OC)cc1	2	-4	0.92	-4	1	1	8	0.98	0.0
Cc1ccc(C(C(=O)NC2CCCC2)N(Cc2ccc3c(c2)OCO3)C(=O)c2snc(C(N)=O)c2N)cc1 (stereo unspecified)	11	2	0.87	-9	-2	1	13	0.89	1.3
COc1ccc(S(=O)(=O)Nc2ccc(NC(C)=O)cc2)cc1Br	-2	-4	1.1	1	2	2	-8	1	0.6
Oc1ccc(/C=C/c2ccnc3ccccc23)cc1	1	0	1	-5	0	4	-2	0.99	20
O=C(Cc1ccccc1)Nc1ccc(NC(=O)c2cccs2)cc1Cl	0	-2	1.3	-9	-5	-4	-35	1	0.2
O=C(N1CCOCC1)N1CCC(n2nnc3cc(F)ccc32)CC1	6	0	0.88	-5	0	-2	12	0.94	-0.3
Cn1c(=O)c2c(nc(OCC3COC(C)(C)O3)n2Cc2ccccc2F)n(C)c1=O (stereo unspecified)	-5	-1	1.1	20	4	0	-9	1.1	-2.8
Cc1cc(C)c2c(=O)[nH]c(SCc3ccccc3C)nc2n1	0	1	0.88	-5	-2	-2	12	1	-1.0
Cc1c(C(=O)Nc2nccs2)oc2ccc(Br)cc12	10	-5	1	-5	6	-1	-2	0.9	0.9
O=S(=O)(c1ccccc1Oc1ccc(Cl)cc1Cl)N1CCCCC1	1	-2	0.93	6	2	0	7	0.99	3.8
CCNC(=O)NC(=O)CSc1nnc(-c2c[nH]c3ccccc23)o1	-6	-2	1.1	-11	0	-6	-11	1.1	0.1
COc1ccc(OC)c(/C=N\NC(=O)c2ccc(-c3ccccc3)cc2)c1	1	1	0.86	2	0	-1	14	0.99	-0.4
CC1=C(C(=O)Nc2ccccc2C)C2(CCCCC2)C(C(N)=O)C(=S)N1 (stereo unspecified)	0	0	1	-10	5	1	-1	1	0.8
CCc1ccc(S(=O)(=O)Nc2cccc(-c3ccc4nncn4n3)c2)s1	-9	-3	1.5	-3	0	2	-50	1.1	2.8
The list continues.
SMILES	mIAP inh	MIN6 prolif	hIAP act	A3G deaminase	APOBEC3A inh	GRIN3A LBD mod	hIAP block	mIAP act	MPTP block
C/C(NCC(C)(C)CN(C)C)=C(/C#N)C(=O)NCc1ccccc1	-2	-2	1.2	3	3	1	-21	1	1.6
COc1ccccc1CNC(=O)[C@@H](NC(=O)C1CCN(C(=O)[C@@H]2CCCN2C(=O)OC(C)(C)C)CC1)C(C)C	4	-1	1.1	-7	0	0	-14	0.96	1.3
CCC(C(=O)Nc1sc(C(N)=O)c(C)c1C(=O)OC)c1ccccc1 (stereo unspecified)	0	1	0.99	-12	0	-2	1	1	-1.3
N=C(c1ccc([N+](=O)[O-])cc1)N1CCCCCC1	1	0	0.92	-8	-1	0	8	0.99	0.7
CCOC(=O)N1CCc2c(sc3c2c(=O)n(Cc2ccccc2)c(=O)n3Cc2ccccc2F)C1	-2	-5	0.88	-4	-1	2	12	1	-0.4
CCCCCCCN1C(Nc2ccccc2)=NC[C@@H]1Cc1ccccc1	-8	-8	1.1	-5	-1	-2	-9	1.1	11
Cc1c(C(=O)N2CCCCC2)c(S(=O)(=O)NCc2ccc(F)cc2)c(C)n1C	0	0	1.3	-7	-4	0	-26	1	-0.4
COCCCNC(=O)CCn1c(=O)c2ccccc2n(CC(=O)NCCC2=CCCCC2)c1=O	0	-2	1.1	3	6	0	-14	1	0.7
Nc1[nH][nH]c(=O)c1N=Nc1ccc2c(c1)OCO2	17	-2	0.91	-7	-4	-3	9	0.83	0.1
COc1ccc(C(=O)NC2CCN(Cc3c(F)cccc3Cl)CC2)cc1OC	-2	1	1.1	-7	-3	-5	-12	1	-0.3
O=C(CNC(=O)c1ccccc1)N/N=C/c1cc(Br)ccc1O	12	-2	0.94	2	0	-11	6	0.89	-1.2
O=C(CC1CCCC1)Nc1ccc2c(c1)CCC2	3	-3	0.98	-7	-1	-2	2	0.97	-1.9

Part of the list above in order of molecular weight, descending.
SMILES	mIAP inh	MIN6 prolif	hIAP act	A3G deaminase	APOBEC3A inh	GRIN3A LBD mod	hIAP block	mIAP act	MPTP block
COCCCNC(=O)CCn1c(=O)c2ccccc2n(CC(=O)NCCC2=CCCCC2)c1=O	0	-2	1.1	3	6	0	-14	1	0.7
O=C(CNC(=O)c1ccccc1)N/N=C/c1cc(Br)ccc1O	12	-2	0.94	2	0	-11	6	0.89	-1.2
N=C(c1ccc([N+](=O)[O-])cc1)N1CCCCCC1	1	0	0.92	-8	-1	0	8	0.99	0.7
